Screens (PubChem)
CXCR6 inh = CXCR6 receptor inhibitors, primary screen, cell-based, beta-arrestin, luminescence, CHO-K1 PathHunter, 1536-well; C-X-C chemokine receptor type 6 (Homo sapiens), O00574; inhibition, % at 20 µM; AID 602244, 2012; 0.36% of 360,000 active; in the data active = inhibition above about 34%, passing the limit was not always enough;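 also: antagonist mode with CXCL16 agonist at 10 nM final; 0% = 10 nM CXCL16 with DMSO and 100% = unstimulated wells without agonist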
EBI2 antag = EBI2 receptor antagonists, beta-arrestin recruitment, primary screen, cell-based, luminescence, 7a,25-OHC stimulation, uHTS; G-protein coupled receptor 183 (Homo sapiens), P32249; 7a,25-OHC stimulated; inhibition, % at 5 µM; 0.81% of 360,000 active; AID 651636, 2012; in the data active = inhibition above about 38%;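 also: enzyme fragment complementation signal reports receptor beta-arrestin coupling in cells; 0% = agonist plus DMSO wells and 100% = wells without agonist; some results beyond the cut were filed as inactive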
Target sequence (P32249 whole entry, looked up, the tested form may be a part): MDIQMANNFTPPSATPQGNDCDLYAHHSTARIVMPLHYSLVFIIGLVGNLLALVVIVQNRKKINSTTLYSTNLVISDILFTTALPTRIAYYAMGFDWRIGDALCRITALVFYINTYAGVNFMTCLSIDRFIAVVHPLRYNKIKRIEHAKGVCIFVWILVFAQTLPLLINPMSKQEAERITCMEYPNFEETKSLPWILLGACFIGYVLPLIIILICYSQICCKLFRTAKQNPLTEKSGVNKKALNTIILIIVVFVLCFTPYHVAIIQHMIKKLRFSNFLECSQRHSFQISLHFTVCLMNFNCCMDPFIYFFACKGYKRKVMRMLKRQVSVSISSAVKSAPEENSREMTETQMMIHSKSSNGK
CCR6 antagonist = CCR6 receptor antagonists, primary screen, cell-based, CHO-K1, luminescence, beta-arrestin, uHTS. inhibition, % at 20 µM. 0.49% of 340,000 active. C-C chemokine receptor type 6 (Homo sapiens), P51684. CHO-K1 CCR6 PathHunter beta-arrestin, CCL20-stimulated;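 active = compounds whose inhibition of the agonist-driven luminescence signal at 20 µM reaches about 50%, limit read from the data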;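 also: cells stimulated with CCL20 at 14 nM final; plate controls were DMSO with CCL20 for no effect and DMSO without agonist for full effect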
Target sequence (P51684 whole entry, looked up): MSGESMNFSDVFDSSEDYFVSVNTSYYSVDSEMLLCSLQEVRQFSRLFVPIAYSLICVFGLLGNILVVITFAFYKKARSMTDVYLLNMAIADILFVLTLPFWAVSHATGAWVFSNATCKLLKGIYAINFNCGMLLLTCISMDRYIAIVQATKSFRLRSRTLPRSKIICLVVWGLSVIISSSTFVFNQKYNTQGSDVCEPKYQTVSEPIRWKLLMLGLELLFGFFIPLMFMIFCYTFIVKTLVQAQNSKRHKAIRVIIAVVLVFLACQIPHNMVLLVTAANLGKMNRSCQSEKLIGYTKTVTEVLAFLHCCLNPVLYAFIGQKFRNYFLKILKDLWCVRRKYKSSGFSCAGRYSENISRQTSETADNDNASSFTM
tim23-1 inh = growth inhibitors of tim23-1 mutant yeast, primary screen, luminescence, uHTS; S. cerevisiae tim23-1 growth, BacTiter-Glo luminescence, 24 h; inhibition, % at 20 µM; 1.3% of 330,000 active; AID 463212, 2010;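 active = growth inhibition of the mutant yeast at or above 50%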;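 also: temperature-sensitive mutant grown at 25 °C; plate controls were DMSO-treated mutant yeast for no effect and medium wells lacking yeast for full effect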
XBP1 UPR activ = activators of adaptive XBP1 UPR arm, primary screen, cell-based, CHO-XBP1 luciferase reporter, luminescence, uHTS | 0.33% of 330,000 active | activation, % at 20 µM | IRE1-XBP1 UPR activation; percent of tunicamycin response, DMSO as zero;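 active = versus positive control, 20 µM dose yields 30% or more activation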;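 also: 100% = tunicamycin at 10 µg/mL and 0% = DMSO only wells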
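Material: CHO-XBP1 cells stably carrying IRE1-XBP1-driven luciferase reporter | Medium: F12 with 10% serum | Compound dosing: 20 µM single concentration, DMSO 1% | Incubation: Overnight seeding at 37 °C, 6 h compound treatment at 37 °C | Detection: Steady-Glo luminescence read | Read-out basis: % activation of reporter signal versus tunicamycin and DMSO controls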
UPR CHOP act = activators of apoptotic CHOP UPR arm, primary screen, cell-based, CHO-CHOP luciferase reporter, luminescence, uHTS; UPR activation; percent of tunicamycin response over DMSO baseline; activation, % at 10 µM; 0.34% of 330,000 active; AID 449763, 2010;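 active = at 10 µM dose, activation of 40% or more, normalized to positive control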;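 also: 100% = tunicamycin at 10 µg/mL and 0% = DMSO alone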
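Evaluation: % reporter activation, DMSO baseline versus tunicamycin full activation; System: CHO-CHOP luciferase reporter cell line; Input: 500 cells/well; Incubation: 6 h compound treatment, 37 °C; Measured by: Steady-Glo luciferase luminescence; Dosing: one dose, 10 µM in 0.5% DMSO; Buffer or medium: F12 medium, 10% FBS; Benchmarks: positive tunicamycin 10 µg/mL, negative DMSO alone.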
Mdm2 MdmX PPI = inhibitors of human Mdm2-MdmX association, primary screen, cell-based, luminescence, split luciferase, SaOS-2, uHTS. Protein Mdm4 (Homo sapiens) + E3 ubiquitin-protein ligase Mdm2 (Homo sapiens), …. SaOS-2 split-luciferase Mdm2/MdmX complementation. inhibition, % at 8 µM. 3% of 330,000 active;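 active = inhibition of at least 50% at 8 µM in the primary screen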
APJ antag = antagonists of human apelin receptor APJ, primary screen, CHO-K1 cells, beta-arrestin complementation, luminescence. P35414. inhibition, % at 20 µM. 0.32% of 330,000 active. AID 2521, 2010;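 active = inhibition above about 40% at 20 µM, limit read from the data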;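 also: cells challenged with 10 nM apelin-13 agonist together with compound; plate controls were apelin-13 plus DMSO wells for no effect and DMSO wells lacking apelin-13 for full effect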
APJ agonist = agonists of human apelin receptor APJ, primary screen, CHO-K1 cells, PathHunter beta-arrestin, luminescence; P35414; 0% DMSO wells, 100% apelin; activation, % at 20 µM; AID 2520, 2010; 0.11% of 330,000 active;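 active = activation more than six SD over the plate average, tested at 20 µM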;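 also: 0% = DMSO alone and 100% = apelin-13 at 10 nM; some results filed as inactive read as strong as hits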
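Test system: CHO-K1 APJ beta-arrestin complementation cell line | Compound: Single test compound dose, 20 µM final, 1% DMSO | Incubation: Compound 90 min 25 °C, reagent 1 h | Measured by: beta-gal luminescence | Read-out basis: APJ–arrestin association signal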
Numbers without * were called inactive; . = not tested or not shown. The list is partial; rates above refer to the full screens.

SMILES	CXCR6 inh	EBI2 antag	CCR6 antagonist	tim23-1 inh	XBP1 UPR activ	UPR CHOP act	Mdm2 MdmX PPI	APJ antag	APJ agonist
CCN(CC(=O)Nc1sc2c(c1C#N)CCCC2)CC(=O)NC1CCS(=O)(=O)C1 (stereo not given)	-9	-2	21	6	0	-0.2	0	-8	-6
COc1ccc(N2CCN(C(=O)COC(=O)CCOc3ccc(C(C)(C)C)cc3)CC2)cc1	-10	-6	11	-4	-3	0.3	13	-2	2
COc1ccccc1NC(=O)Nc1nc(CC(=O)NC2CCCC2)cs1	-3	1	11	1	-2	3.2	15	18	3
Cc1ccc(C)c(C(=O)CN2C(=O)NC3(CCc4ccccc43)C2=O)c1 (stereo not given)	-10	3	1	26	0	-1.2	20	6	-4
COc1ccc(Cl)cc1N(CC(=O)N1CCCCCC1)S(C)(=O)=O	-1	-10	10	-1	-1	1.0	-10	-20	-3
Cc1ccc(NC(=O)CCS(=O)(=O)c2cccc3nonc23)cc1Cl	-3	8	8	13	-3	2.9	13	11	-1
O=C(COC(=O)c1cccnc1Cl)Nc1cc(S(=O)(=O)N2CCCCCC2)ccc1Cl	3	3	17	-2	-1	0.3	15	-54	8
CC(NC(=O)C1CCCC1)C1CC2CCC1C2 (stereo not given)	7	1	9	14	0	-0.2	-15	3	-2
COc1ccc(CCN2CC(C(=O)Nc3ccc4c(c3)OCO4)CC2=O)cc1OC (stereo not given)	8	-3	0	11	3	-1.8	-8	17	1
O=C(CCc1ccccc1)N/N=C\c1cc2c(cc1Br)OCO2	-4	21	17	4	-7	3.1	27	6	0
CCCCCCC(=O)NNC(=O)c1c(O)c2ccccc2n(CCC)c1=O	8	-11	-4	4	0	0.2	15	19	-1
CCOC(=O)c1c(C)[nH]c(C(=O)COC(=O)c2cnccn2)c1C	3	-10	-4	0	-2	-2.0	18	-3	-1
O=C(Nc1cccc(-n2cnnn2)c1)c1cnccc1Cl	-3	-6	-4	6	0	1.0	19	-5	-2
CCCOc1ccc(C(=O)N2CCN(c3ccc(N)cc3Cl)CC2)cc1	-3	70*	-8	42	-3	-1.8	-18	-7	-3
O=C1NN(c2ccccc2)C(=O)C2C3C=CC(C4CC34)C12 (stereo not given)	4	-10	8	13	-3	-0.7	25	3	2
CCCn1c(SCc2ccccc2)nc2c1c(=O)[nH]c(=O)n2C	-3	4	12	18	3	-0.9	2	4	-2
CCN(CC)c1ccc(C(=O)N/N=C(\C)c2cccnc2)cc1	2	-8	-18	25	-1	0.4	-4	-2	-1
COCCSc1ccccc1C(=O)Nc1cc([N+](=O)[O-])ccc1OC	9	0	9	15	-1	-1.0	-7	12	-3
O=C(O)c1cc2cc(Cl)cc(Cl)c2oc1=O	2	-1	5	23	-2	-2.7	2	6	-6
O=C(NCCS(=O)(=O)NCc1ccccc1Cl)c1ccccc1	-3	7	7	-3	-5	-1.2	7	-8	0
O=C(CCC(=O)c1ccccc1)NCCOc1ccccc1	6	-10	11	-5	-4	0.3	14	-16	-1
O=C(CSc1nnnn1-c1ccc(F)cc1)NC1CCCCC1	-1	0	-4	11	-2	1.0	8	1	-3
CCC1CCCCN1C(=O)CNCC1CCCO1 (stereo not given)	-2	4	1	-7	0	-2.2	-27	-11	1
NS(=O)(=O)c1ccc(CCNCC(=O)NC2CC2)cc1	8	-4	12	2	-1	0.0	-13	-14	-2
C/C=C/c1ccc(OCCCCN2C(=O)NC(C)(C)C2=O)c(OC)c1	-4	6	6	17	-1	0.1	-6	18	-7

A different layout for some results above.
SMILES | CXCR6 inh | EBI2 antag | CCR6 antagonist | tim23-1 inh | XBP1 UPR activ | UPR CHOP act | Mdm2 MdmX PPI | APJ antag | APJ agonist
CCN(CC(=O)Nc1sc2c(c1C#N)CCCC2)CC(=O)NC1CCS(=O)(=O)C1 (stereo not given) | -9 | -2 | 21 | 6 | 0 | -0.2 | 0 | -8 | -6
COc1ccc(N2CCN(C(=O)COC(=O)CCOc3ccc(C(C)(C)C)cc3)CC2)cc1 | -10 | -6 | 11 | -4 | -3 | 0.3 | 13 | -2 | 2
COc1ccccc1NC(=O)Nc1nc(CC(=O)NC2CCCC2)cs1 | -3 | 1 | 11 | 1 | -2 | 3.2 | 15 | 18 | 3
Cc1ccc(C)c(C(=O)CN2C(=O)NC3(CCc4ccccc43)C2=O)c1 (stereo not given) | -10 | 3 | 1 | 26 | 0 | -1.2 | 20 | 6 | -4
COc1ccc(Cl)cc1N(CC(=O)N1CCCCCC1)S(C)(=O)=O | -1 | -10 | 10 | -1 | -1 | 1.0 | -10 | -20 | -3
Cc1ccc(NC(=O)CCS(=O)(=O)c2cccc3nonc23)cc1Cl | -3 | 8 | 8 | 13 | -3 | 2.9 | 13 | 11 | -1
O=C(COC(=O)c1cccnc1Cl)Nc1cc(S(=O)(=O)N2CCCCCC2)ccc1Cl | 3 | 3 | 17 | -2 | -1 | 0.3 | 15 | -54 | 8
CC(NC(=O)C1CCCC1)C1CC2CCC1C2 (stereo not given) | 7 | 1 | 9 | 14 | 0 | -0.2 | -15 | 3 | -2
COc1ccc(CCN2CC(C(=O)Nc3ccc4c(c3)OCO4)CC2=O)cc1OC (stereo not given) | 8 | -3 | 0 | 11 | 3 | -1.8 | -8 | 17 | 1
O=C(CCc1ccccc1)N/N=C\c1cc2c(cc1Br)OCO2 | -4 | 21 | 17 | 4 | -7 | 3.1 | 27 | 6 | 0
CCCCCCC(=O)NNC(=O)c1c(O)c2ccccc2n(CCC)c1=O | 8 | -11 | -4 | 4 | 0 | 0.2 | 15 | 19 | -1
CCOC(=O)c1c(C)[nH]c(C(=O)COC(=O)c2cnccn2)c1C | 3 | -10 | -4 | 0 | -2 | -2.0 | 18 | -3 | -1
O=C(Nc1cccc(-n2cnnn2)c1)c1cnccc1Cl | -3 | -6 | -4 | 6 | 0 | 1.0 | 19 | -5 | -2
CCCOc1ccc(C(=O)N2CCN(c3ccc(N)cc3Cl)CC2)cc1 | -3 | 70* | -8 | 42 | -3 | -1.8 | -18 | -7 | -3

Additional entries:
SMILES	CXCR6 inh	EBI2 antag	CCR6 antagonist	tim23-1 inh	XBP1 UPR activ	UPR CHOP act	Mdm2 MdmX PPI	APJ antag	APJ agonist
COC(=O)CC1=NC(=O)CS1	0	-12	-12	15	0	-3.1	19	18	-2
COc1ccc(Nc2nnc(C)c(=O)[nH]2)c(OC)c1	-4	-1	5	-2	-4	-0.7	-26	-13	-5
COc1ccc(OCCCC(=O)Nc2cccc(S(=O)(=O)N3CCCCCC3)c2)cc1	-1	18	27	30	-3	-2.5	10	3	-1
CC12CCC(C(=O)N(NC(=O)c3cc(Cl)ccc3O)C1=O)C2(C)C (stereo not given)	-6	12	-5	17	4	-3.4	21	-6	-2
O=C(N/N=C/c1ccccc1[N+](=O)[O-])c1ccc2c(c1)OCCO2	2	7	8	15	-5	-4.7	-129	-24	-2
CC(C)Sc1nc(NCc2ccco2)c2c3c(sc2n1)COC(C)(C)C3	11	8	20	28	0	2.3	-49	-9	-4
CC(=O)OC[C@H]1O[C@H](C/C=N/OC[C@@H](O)[C@H]2O[C@@H]3OC(C)(C)O[C@@H]3[C@H]2O)C=C[C@@H]1OC(C)=O	.	.	.	-1	-4	-2.6	13	3	1
Cc1cc(Br)c(NC(=O)CCNC(=O)OCc2ccccc2)cc1C	1	1	13	25	-2	0.8	11	10	-3
O=C(NCCCn1ccnc1)c1ccc(COc2ccccc2)o1	3	-11	9	-14	0	-0.3	11	5	2
Cc1cc(C)n2nc(C(=O)OCCOc3ccc(F)cc3)nc2n1	5	7	-8	11	-1	-1.5	8	11	10
CC1(C)Cc2c(cnn2-c2ccc(F)cc2)C(NC(=O)CCCN2CCCCC2=O)C1 (stereo not given)	-2	-1	10	0	-3	1.5	11	10	0
CN(C)S(=O)(=O)c1ccc(Cl)c(NC(=O)CN2CCCCCC2)c1	-2	11	12	14	-1	-0.6	-7	1	1
COc1ccc(COC(=O)C2=C(C)NC(=O)NC2c2cccc(OC)c2OC)cc1 (stereo not given)	1	-2	8	2	-4	1.7	20	1	-2
Nc1nc(N2CCN(c3cccc(Cl)c3)CC2)n[nH]1	2	1	2	20	1	1.2	6	6	0
CN(C)c1cccc(C(=O)Nc2nnc(Cc3ccccc3)s2)c1	3	-2	10	30	3	-0.3	-1	0	4
CN(C)c1ccc(/C=C(/NC(=O)c2ccccc2)C(=O)N2CCCC2)cc1	4	-3	-4	28	-2	-0.8	-1	-13	-3
CC1(C)Cc2c(sc3[nH]c(=S)n(Cc4ccco4)c(=O)c23)CO1	8	3	7	27	6	-0.3	1	21	-4
Cc1ccc(N2CCN(S(=O)(=O)c3ccc4c(c3)n(C)c(=O)c(=O)n4C)CC2C)cc1 (stereo not given)	1	7	-4	-23	1	0.1	11	-17	-2
O=C(c1ccc(CS(=O)c2cccc(Cl)c2)o1)N1CCCCCC1 (stereo not given)	2	0	3	19	-4	0.0	4	1	6
CCOC(=O)C1=C(C)NC2=C(C(=O)C(C(=O)OCC)C(c3ccco3)C2)C1c1ccccn1 (stereo not given)	3	6	31	23	-1	4.7	1	2	-6
Clc1ccc(OCCOCCN2CCc3ccccc3C2)c(Cl)c1	-6	2	16	-18	1	-0.5	25	-3	-2
CNc1cc(Cl)nc(SC)n1	-8	7	3	4	-1	1.0	3	-7	-2
Cc1cccc2cc(CN(CC3CCCO3)C(=O)c3cccs3)c(=O)[nH]c12 (stereo not given)	-2	-2	13	30	-2	-0.2	-6	5	-1
COc1ccc(NC(=S)N(CCN2CCOCC2)Cc2cc3cc4c(cc3[nH]c2=O)OCO4)cc1	.	.	.	15	-1	2.0	-1	-3	1
